APOBEC3A inh: blocks human APOBEC3A ssDNA deamination; P31941; recombinant A3A, FAM/TAMRA ssDNA deamination fluorescence; inhibition, % at 20 µM; hit rate 0.41% among 330,000; AID 493011;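 active means at least 40% inhibition at 20 µM here, with at most 30% in a related deaminase screen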;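 further: plate controls were A3A with DMSO for no effect and wells lacking A3A enzyme for full effect; some results filed as inactive read as strong as hits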
Target sequence (P31941 whole entry, looked up): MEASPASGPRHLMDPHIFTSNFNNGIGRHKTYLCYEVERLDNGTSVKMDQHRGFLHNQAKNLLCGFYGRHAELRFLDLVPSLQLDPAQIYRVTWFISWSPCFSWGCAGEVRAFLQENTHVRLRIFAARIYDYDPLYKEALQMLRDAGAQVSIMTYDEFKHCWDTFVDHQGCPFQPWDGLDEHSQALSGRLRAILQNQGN
NR3A LBD binder: NR3A (human) ligand-binding domain modulation. hit rate 2.5% among 340,000. NR3A LBD differential scanning fluorimetry, Tm shift; 0% = protein alone, 100% = glycine-bound protein. Tm shift relative to glycine control, % at 25 µM. AID 1259313;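 active means melting temperature shift of at least 10% of the positive control shift, at one fixed dose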
Gli-Sufu block: blocks Gli-Sufu signaling in a luciferase reporter. hit rate 0.74% among 340,000. inhibition, % at 5 µM. AID 588413. Sufu-KO-LIGHT fibroblasts, Gli luciferase reporter luminescence;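 active means inhibition above about 55%, limit read from the data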;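 further: 0% = DMSO-treated cells and 100% = wells with medium but no cells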
CCR6 antagonist: antagonists of human CCR6 receptor; CHO-K1 CCR6 PathHunter beta-arrestin, luminescence, CCL20-stimulated; inhibition, % at 20 µM; hit rate 0.49% among 340,000; AID 493098;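 active means compounds whose inhibition of the agonist-driven luminescence signal at 20 µM reaches about 50%, limit read from the data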;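 further: cells stimulated with CCL20 at 14 nM final; plate controls were DMSO with CCL20 for no effect and DMSO without agonist for full effect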
Target sequence (P51684 whole entry, looked up): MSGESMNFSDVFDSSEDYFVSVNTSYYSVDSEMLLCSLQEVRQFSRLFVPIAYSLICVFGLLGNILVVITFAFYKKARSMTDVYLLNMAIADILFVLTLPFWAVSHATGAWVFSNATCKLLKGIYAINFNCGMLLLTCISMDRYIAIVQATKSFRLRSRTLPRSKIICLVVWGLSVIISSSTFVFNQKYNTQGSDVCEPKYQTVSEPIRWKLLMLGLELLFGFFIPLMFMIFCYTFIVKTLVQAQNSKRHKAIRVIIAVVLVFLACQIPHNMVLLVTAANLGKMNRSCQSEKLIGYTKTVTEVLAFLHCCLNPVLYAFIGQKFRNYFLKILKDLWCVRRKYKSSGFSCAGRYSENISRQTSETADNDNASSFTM
MPTP inh: inhibitors of mitochondrial permeability transition pore | isolated mouse mitochondria, Ca2+ swelling absorbance, 30 min | inhibition, % at 10 µM | hit rate 1.4% among 360,000 | AID 602449;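 active means inhibition of 50% or more, scaled per plate between neutral and stimulator controls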;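 further: 0% = DMSO wells given calcium and 100% = 1 mM EGTA wells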
EBI2 block: blocks human EBI2 receptor beta-arrestin signaling; inhibition, % at 5 µM; EBI2 beta-arrestin recruitment, luminescence, 7a,25-OHC stimulated; hit rate 0.81% among 360,000; in the data active means inhibition above about 38%;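 further: enzyme fragment complementation signal reports receptor beta-arrestin coupling in cells; 0% = agonist plus DMSO wells and 100% = wells without agonist; some results beyond the cut were filed as inactive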
Target sequence (P32249 whole entry, looked up, the tested form may be a part): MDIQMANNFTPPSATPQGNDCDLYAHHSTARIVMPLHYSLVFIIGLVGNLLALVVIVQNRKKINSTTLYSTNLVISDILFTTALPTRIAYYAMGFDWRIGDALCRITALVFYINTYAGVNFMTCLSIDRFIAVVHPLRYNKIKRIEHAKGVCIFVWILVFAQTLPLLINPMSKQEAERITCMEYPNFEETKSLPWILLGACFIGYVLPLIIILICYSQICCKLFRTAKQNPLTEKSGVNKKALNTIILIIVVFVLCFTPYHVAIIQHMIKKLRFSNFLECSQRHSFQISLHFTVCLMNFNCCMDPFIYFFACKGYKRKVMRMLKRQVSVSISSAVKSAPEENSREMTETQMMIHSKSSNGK
CXCR6 inh: inhibitors of human CXCR6 receptor | O00574 | CHO-K1 PathHunter CXCR6 beta-arrestin, luminescence | inhibition, % at 20 µM | hit rate 0.36% among 360,000 | AID 602244; in the data active means inhibition above about 34%, passing the limit was not always enough;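 further: antagonist mode with CXCL16 agonist at 10 nM final; 0% = 10 nM CXCL16 with DMSO and 100% = unstimulated wells without agonist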
A3G deaminase: APOBEC3G (human) deaminase inhibition; Q9HC16; recombinant A3G, ssDNA deamination FAM/TAMRA fluorescence; inhibition, % at 20 µM; hit rate 0.28% among 330,000;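 active means inhibition of at least 40% at 20 µM, with no more than 30% in the related APOBEC3A deaminase screen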;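 further: plate controls were DMSO wells with A3G for no effect and wells lacking A3G enzyme for full effect; some compounds called inactive have numbers as strong as hits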
* = called active by the depositor; · = not tested or not shown; & = joins results of further samples. Random draw from the library (roughly 5.8% active in at least one column).

nr	Molecule	EBI2 block	NR3A LBD binder	MPTP inh	CCR6 antagonist	Gli-Sufu block	A3G deaminase	CXCR6 inh	APOBEC3A inh
1	O=C(CNC(=O)c1ccco1)NCC(=O)OCC(=O)c1ccc(Cl)c([N+](=O)[O-])c1	12.0	1.3	0.3	89.1*	-25.6	-0.7	58.2*	1.6
2	COc1ccc(NC(=O)c2c3c(nc4ccccc24)CCC3)cc1	-11.7	0.1	-1.4	-8.6	1.7	-9.1	4.5	-0.8
3	CCCN(CCC)CCNC(=O)C1c2ccccc2C(=O)N2CCc3ccccc3C12 (stereo not given)	-4.9	-3.5	-0.6	7.5	3.6	-6.6	-3.0	-3.7
4	CCOCCSc1n[nH]c(=O)n1CCc1ccccc1	6.7	-0.5	3.6	2.5	1.7	3.1	4.3	1.9
5	O=C(CSc1c2c(nc3ccc(Cl)cc13)CCCC2)N1CCN(C(=O)c2ccco2)CC1	6.4	-3.3	1.5	25.6	-7.0	·	12.2	·
6	NC(=O)CCS(=O)(=O)c1ccccc1	-13.2	1.5	-0.5	5.4	0.1	0.2	-0.8	27.3
7	O=C(CN1CCN(Cc2ccccc2)CC1)Nc1nc2ccccc2s1	15.0	1.7	0.9	6.5	7.5	-4.9	6.7	-1.5
8	CCN(CC)C(=O)c1[nH]cnc1C(=O)N[C@@H](CCCCNC(=O)OC(C)(C)C)C(=O)OC(C)(C)C	-2.9	-1.5	0.2	9.5	7.1	-9.8	-0.4	-5.6
9	COc1ccc(NC(=O)CN(C)C(=O)c2ccccc2OCC(=O)Nc2cccc(C(F)(F)F)c2)cc1	-1.7	-5.8	-1.6	6.0	17.8	-8.6	-3.7	0.5
10	Fc1ccc(N2CCN(c3ccc4c(C(F)(F)F)cc(C(F)(F)F)nc4n3)CC2)cc1	37.9	-5.1	24.0	-9.3	12.1	-3.4	9.1	2.5
11	O=C(CSc1nnnn1-c1cccc(F)c1)NC1CC1	-7.5	-0.9	-0.2	2.1	-0.9	-3.3	-0.7	-1.2
12	COc1ccc(C2C(C(=O)N3CCOCC3)c3ccccc3C(=O)N2c2ccc(OC)cc2)cc1 (stereo not given)	1.9	-2.7	-1.2	-17.1	-7.4	-0.8	6.6	-1.6
13	CCN(CC)Cc1cc2ccccc2c2c1COC2	1.7	-3.7	2.0	-4.4	94.4*	-9.5	-2.2	1.4
14	CCNc1nc(Oc2ccc(=O)[nH]n2)nc(SC)n1	1.2	0.7	-1.2	-7.9	2.6	-2.2	-1.9	-3.1
15	CCn1nnnc1NC(=O)c1cccc(OC)c1	-7.6	-1.6	1.3	-15.6	-26.1	-3.6	-13.8	-6.1
16	O=C(CCc1ccccc1)NCc1ccc2c(c1)OCO2	5.0	3.0	-0.2	-0.3	0.8	-7.0	-0.6	-3.6
17	COc1cccc(CN(CC(=O)NCc2ccco2)C(=O)CNS(=O)(=O)c2ccccc2)c1	1.5	1.1	-0.3	11.2	-18.9	-5.3	6.0	-2.2
18	N#CC1(C#N)C(C(N)=O)C1c1ccccc1 (stereo not given)	-3.7	0.9	0.0	-17.2	-2.4	1.5	-3.4	0.6
19	CCOC(=O)c1cc(C)sc1NC(=O)CN1CCN(C(=O)c2ccco2)CC1	-0.3	-5.0	0.7	6.0	23.3	-8.0	3.1	-4.0
20	Cc1ccc(S(=O)(=O)n2cccc2C)cc1	0.7	-1.0	1.4	13.3	4.8	-1.8	-6.5	0.8
21	C[S+](CC[C@H](N)C(=O)O)C[C@H]1O[C@@H](n2cnc3c(N)ncnc32)[C@H](O)[C@@H]1O (stereo not given in full)	1.3	0.6	0.0	10.0	-7.1	-3.3	-9.0	-3.2
22	COc1ccc(C2(C(=O)Nc3ccc(S(N)(=O)=O)cc3)CCCC2)cc1	-8.0	6.5	-0.4	7.6	11.2	-3.0	6.8	-1.1
23	CS(=O)(=O)c1ccccc1-c1csc(N2CCC(C(N)=O)CC2)n1	·	-2.7	·	8.1	-100.0	-7.7	·	-5.3
24	CN(CC(=O)Nc1ccc(F)cc1)C(=O)CN1C(=O)NC2(CCCC2)C1=O	0.7	-0.1	-1.2	5.3	-18.6	18.4	-3.6	7.2
25	CC1CCN(S(=O)(=O)c2cccc(C(=O)Oc3ccc([N+](=O)[O-])cc3)c2)CC1	-3.6	-4.9	-4.9	-1.1	-2.0	-2.5	4.0	3.0
26	Cc1cc(N2CC(C(=O)Nc3nccs3)CC2=O)ccc1C(C)C (stereo not given)	1.0	-0.5	1.0	-18.1	10.5	-9.6	-6.1	-5.3
27	CC(C)c1ccc(NS(=O)(=O)c2ccc3c(c2)NC(=O)CO3)cc1	-2.9	-14.1	0.4	9.2	-8.8	-4.3	-5.7	-2.6
28	O=C(CN1C(=O)NC(Cc2c[nH]c3ccccc23)C1=O)NCC(F)(F)F (stereo not given)	11.6	0.5	0.6	9.2	-1.0	-7.3	4.4	-3.1
29	O=C(NCc1ccco1)c1ccc(CS(=O)(=O)Cc2ccc(Cl)cc2)o1	0.6	1.7	-1.1	3.6	-2.6	-4.3	-5.8	3.8
30	O=C1CS/C(=N/N=C/c2c[nH]c3ccccc23)N1	-0.9	1.9	2.2	-1.7	-7.8	-6.6	-1.6	-2.9

Printed as active in CCR6 antagonist (from the list above):
| cpd | Compound | EBI2 block | NR3A LBD binder | MPTP inh | CCR6 antagonist | A3G deaminase | CXCR6 inh | APOBEC3A inh |
| --- | --- | --- | --- | --- | --- | --- | --- | --- |
| 1 | O=C(CNC(=O)c1ccco1)NCC(=O)OCC(=O)c1ccc(Cl)c([N+](=O)[O-])c1 | 12.0 | 1.3 | 0.3 | 89.1* | -0.7 | 58.2* | 1.6 |

Reformatted as labelled records: part of the list above.
9. COc1ccc(NC(=O)CN(C)C(=O)c2ccccc2OCC(=O)Nc2cccc(C(F)(F)F)c2)cc1
  EBI2 block: -1.7 | NR3A LBD binder: -5.8 | MPTP inh: -1.6 | CCR6 antagonist: 6.0 | Gli-Sufu block: 17.8 | A3G deaminase: -8.6 | CXCR6 inh: -3.7 | APOBEC3A inh: 0.5

10. Fc1ccc(N2CCN(c3ccc4c(C(F)(F)F)cc(C(F)(F)F)nc4n3)CC2)cc1
  EBI2 block: 37.9 | NR3A LBD binder: -5.1 | MPTP inh: 24.0 | CCR6 antagonist: -9.3 | Gli-Sufu block: 12.1 | A3G deaminase: -3.4 | CXCR6 inh: 9.1 | APOBEC3A inh: 2.5

11. O=C(CSc1nnnn1-c1cccc(F)c1)NC1CC1
  EBI2 block: -7.5 | NR3A LBD binder: -0.9 | MPTP inh: -0.2 | CCR6 antagonist: 2.1 | Gli-Sufu block: -0.9 | A3G deaminase: -3.3 | CXCR6 inh: -0.7 | APOBEC3A inh: -1.2

12. COc1ccc(C2C(C(=O)N3CCOCC3)c3ccccc3C(=O)N2c2ccc(OC)cc2)cc1 (stereo not given)
  EBI2 block: 1.9 | NR3A LBD binder: -2.7 | MPTP inh: -1.2 | CCR6 antagonist: -17.1 | Gli-Sufu block: -7.4 | A3G deaminase: -0.8 | CXCR6 inh: 6.6 | APOBEC3A inh: -1.6

Following part
nr	Molecule	EBI2 block	NR3A LBD binder	MPTP inh	CCR6 antagonist	Gli-Sufu block	A3G deaminase	CXCR6 inh	APOBEC3A inh
31	CN1CCN(CC(O)COc2ccc(S(=O)(=O)N3CCOCC3)cc2)CC1 (stereo not given)	-7.0	-1.2	-0.3	8.4	-1.5	-4.6	-13.7	-0.2
32	O=C(c1nc2nc(-c3cccs3)cc(C(F)(F)F)n2n1)N1CCN(Cc2ccccc2)CC1	-16.8	-1.0	0.4	22.7	8.4	-10.5	6.3	-1.6
33	O=C(CC1C(=O)NCCN1Cc1cccc(Oc2ccccc2)c1)NCCc1ccncc1 (stereo not given)	-2.7	-0.4	1.6	8.6	2.7	-6.8	-5.8	-2.1
34	COc1ccc(N2CCN(C(=O)c3cc4c(-c5cccc(OC)c5)nn(C)c4s3)CC2)cc1	28.8	1.3	0.1	17.0	2.0	-0.9	2.0	4.6
35	COc1cc2c(cc1OC)CN(CC(=O)Nc1ccc3c(c1)OCO3)CC2	-6.5	-4.7	-1.0	-2.2	-2.8	-1.4	-4.0	21.5
36	COc1ccccc1C=NN1CCCCCC1	-7.9	1.1	1.0	5.4	0.7	·	2.7	·
37	OCC1(Cc2cccc(Cl)c2)CCCN(Cc2ccc3cc(F)ccc3n2)C1 (stereo not given)	-1.9	-7.2	-0.5	-2.4	20.7	-8.6	-5.3	-3.2
38	Cc1oc(-c2cccs2)nc1CN1CCN(C2CCCC2)C(CCO)C1 (stereo not given)	1.4	0.1	-0.5	-4.2	-22.5	-5.2	8.9	-4.5
39	Cn1c(=O)n(Cc2ccc(Cl)cc2)c2ccccc21	11.8	4.2	0.3	-1.8	-2.0	-8.8	-4.8	-3.2
40	O=S(=O)(NCc1cccnc1)c1ccc2c(c1)OCCO2	3.5	·	0.0	-3.2	2.7	-3.7	-1.7	-0.4
41	CCCCCOc1ccccc1C(=O)NCC(=O)O	-11.5	-1.7	-0.2	-6.1	25.7	0.8	2.0	1.9
42	Cc1cc(C(F)(F)F)n2nc(C)c(-c3ccc(Cl)cc3)c2n1	8.6	-2.6	-0.8	17.5	0.5	-5.1	-5.3	1.6
43	COc1cccc(C(=O)NCC(=O)N/N=C(\C)Cc2ccccc2)c1	4.4	-1.9	1.5	13.3	-2.7	-1.5	-9.3	1.0
44	C/C(=N/NS(=O)(=O)c1cccc([N+](=O)[O-])c1)c1ccc2c(c1)OCO2	-4.3	-2.3	1.2	10.2	-23.0	-4.1	2.9	-0.7
45	C/C(=C\C(=O)c1ccccc1)Nc1ccc(O)cc1	-14.6	0.3	5.1	-5.7	-40.5	-3.1	5.2	1.4
46	COc1ccc(NC(=O)c2csc(Cc3ccc(Cl)cc3)n2)cc1	17.4	2.6	-1.7	-5.4	1.5	-16.5	-4.3	-3.7
47	CCC(=O)Nc1ccc(NC(=O)c2cccc3ccccc23)cc1	13.6	-23.3	-0.7	-2.3	-28.1	-4.9	1.0	-3.3
48	CC1Sc2ccc(S(=O)(=O)CCC(=O)Nc3ccc(C(C)C)cc3)cc2NC1=O (stereo not given)	-1.8	-4.2	-0.6	-7.8	-11.7	-6.0	-10.5	-4.1
49	C[C@@H]1O[C@@H](Oc2c(-c3ccc(O)c(O)c3)oc3cc(O)cc(O)c3c2=O)[C@H](O)[C@H](O)[C@H]1O	-10.6&-9.6	-2.4&-13.9	0.1&1.7	9.1&11.8	-29.4&-19.4	-4.4	8.6&5.9	-1.9
50	Cc1cc(C)c(NC(=O)c2cccs2)c(C)c1NC(=O)c1cccs1	6.5	-1.5	1.5	15.7	-10.8	-1.2	1.2	1.4
51	NS(=O)(=O)c1ccc(CCNC(=S)Nc2ccc(S(N)(=O)=O)cc2)cc1	-1.5	0.9	-0.2	11.5	1.7	-9.3	20.6	-3.2
52	Cc1cccc(C(=O)O/N=C/c2c(Cl)n(C)c3ccccc23)c1	7.0	-8.0	-0.3	-1.9	-3.5	0.5	-5.9	3.1
53	O=C1/C(=C/c2cccnc2)Cc2ccc(Cl)cc21	7.3	2.4	0.2	-2.1	-13.6	-11.4	-0.9	-0.5
54	CC(=O)NC(c1cccs1)c1cc([N+](=O)[O-])c2cccnc2c1O (stereo not given)	1.8	-7.0	-1.7	16.7	-13.8	·	30.0	·
55	Cc1ccc(-c2nnc(SCc3ccccc3F)o2)cc1	24.9	2.7	1.0	24.7	-67.1	0.5	-0.5	5.2
56	COC(=O)C1CCN(C(=O)c2cc(=O)[nH]c3ccccc23)CC1	7.9	0.7	-2.2	7.8	-13.1	-3.6	-4.7	0.4
57	Cc1ccc(NC2CCCCC2NS(=O)(=O)c2ccc(Cl)cc2)cc1 (stereo not given)	-4.0	-5.3	15.7	27.3	-1.9	-4.6	-1.9	-1.7
58	Cc1cc(NC(=O)CCCN2C(=O)/C(=C\c3cccs3)SC2=S)no1	-16.6	1.9	4.6	14.4	5.4	-5.3	-7.7	2.1
59	Cc1cccc(N2CCN(C(=O)C(C)n3nc(C)n4c(cc5occc54)c3=O)CC2)c1C (stereo not given)	1.6	0.5	2.0	-3.6	-10.1	-4.8	-1.6	-1.5
60	CC(NC(=O)COC(=O)c1ccc(CO)cc1)C1CC2CCC1C2 (stereo not given)	7.4	0.5	-0.3	1.9	-1.1	-7.1	9.6	-0.2

Assay outcomes (PubChem)
